Compound activity deposited in PubChem BioAssay by SRMLSC.
SK-BR-3 tox 24h: SK-BR-3 proliferation inhibitors. SK-BR-3 viability, CellTiter-Glo ATP luminescence, 24 h; stronger effect = lower value. viability, % at 10 µM. 41,000 tested, 0.47% active. AID 847;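 active means viability at or below the median of all test compounds minus 3 SD, in both replicates if run twice, cut at about 45% in these data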;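 further: 100% = median untreated cell wells and 0% = median positive control drug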
Numbers without * were called inactive. Not all compounds are listed; rates above refer to the full screens.

SMILES	SK-BR-3 tox 24h
O=C(Nc1nccs1)c1ccc(COc2ccc(Cl)cc2)o1	102
COC(=O)c1cc(Br)c(=O)n(CCN(C(C)C)C(C)C)c1	90
CC(=O)Nc1ccc2oc(-c3ccccc3Br)nc2c1	90
CN1CCN(C2=Nc3ccccc3Oc3ccc(Cl)cc32)CC1	97
C/C(CC(O)c1ccc2ccccc2n1)=N/O (configuration not stated)	85
COCC(=O)Nc1sc2c(c1C(=O)OC)CCCC2	81
N#CCc1ccc(NC(=O)Nc2cccc(Cl)c2)cc1	78
c1ccc(-c2cc3c(nn2)CCc2nonc2-3)cc1	127
O/N=C1\CC/C(=N\O)c2nn(-c3ccccc3Cl)nc21	124
O=C(CCSc1ccccc1)N1CCOCC1	83
COc1ccc(CN(CC(=O)NCC2CCCO2)C(=O)CNS(=O)(=O)c2ccc(C)cc2)cc1 (configuration not stated)	98
CCOc1ccccc1N(CC(=O)OC)S(C)(=O)=O	91
CCc1ccc(C(=O)NC2CCCCC2)s1	90
O=C(CC1SC2=NCCN2C1=O)Nc1ccccc1 (configuration not stated)	79
CCOC(=O)c1ccc(CNC(=O)c2cc3cccc(OC)c3oc2=O)o1	83
CC(C)NC(=O)N(O)C1N(Cc2ccc3c(c2)OCO3)C(=S)SC1(C)C (configuration not stated)	83
CC(=O)Nc1ccc(Cl)c(C(N)=O)c1	90
COc1cccc(-n2nnnc2SCC(=O)c2ccc(NC(C)=O)cc2)c1	71
CC(C)CNC(=O)c1cccc(NC(=O)c2ccc(NC(=O)c3ccco3)cc2)c1	94
COc1ccc(Br)cc1S(=O)(=O)N(CC(=O)N1CCOCC1)c1ccccc1	79
Cc1ccc(OCC(O)Cn2c(NCCc3ccccc3)nc3c2c(=O)[nH]c(=O)n3C)cc1 (configuration not stated)	89
O=S(=O)(NCc1cccnc1)c1ccc(Br)s1	93
O=C(NCc1cccnc1)C1CCCN(S(=O)(=O)c2ccc(Br)cc2)C1 (configuration not stated)	90
CCC(C)(C)n1nnnc1C(c1cc(OC)c(OC)c(OC)c1)N1CCN(c2ccccc2)CC1 (configuration not stated)	88
COc1cc2c(cc1OC)C(C(=O)Nc1cccc(C)n1)C(c1cccnc1)N(C)C2=O (configuration not stated)	108

Arranged by heavy-atom count (smallest number first): 3 of the compounds above
SMILES	SK-BR-3 tox 24h
CC(=O)Nc1ccc2oc(-c3ccccc3Br)nc2c1	90
COC(=O)c1cc(Br)c(=O)n(CCN(C(C)C)C(C)C)c1	90
COc1cc2c(cc1OC)C(C(=O)Nc1cccc(C)n1)C(c1cccnc1)N(C)C2=O (configuration not stated)	108

Carrying on.
SMILES	SK-BR-3 tox 24h
COc1cc(OC)cc(C2C(C#N)=C(N)Oc3n[nH]c(-c4cccnc4)c32)c1 (configuration not stated)	84
Cc1cc(C)nc(NC2=NCC(=O)N2c2ccccc2)n1	83
CCOC(=O)C1(CCSC)NC(c2ccco2)C2C(=O)N(CC)C(=O)C21 (configuration not stated)	91
COc1ccc(-c2c3c([nH]c(=S)c2C#N)CCC3)cc1	95
O=C(CC1NC2CCCCC2NC1=O)Nc1ccc2c(c1)OCO2 (configuration not stated)	106
O=C(CCN1C(=O)C2C3C=CC(C3)C2C1=O)Nc1c(F)cccc1F (configuration not stated)	79
CS(=O)(=O)c1ccc2nc(NC(=O)C3CCCCC3)sc2c1	74
NS(=O)(=O)c1cc2c(cc1Cl)NC(CSCc1ccccc1)=NS2(=O)=O	79
CC(C)N1C(=S)SC2CS(=O)(=O)C=C21 (configuration not stated)	110
CCOc1ccc(NC(=O)COC(=O)c2cccnc2)cc1	114
c1ccc(C(c2nnnn2C2CCCC2)N2CCCCCC2)nc1 (configuration not stated)	77
CC(=O)NCC(=O)NC(C(=O)Nc1ccc2c(c1)OCCO2)c1ccccc1 (configuration not stated)	108
CCCCCC(=O)N1CC2(CC)CN(C(=O)CCCCC)CC(CC)(C1)C2=O	88
COc1ccccc1-c1cn[nH]c(=S)n1	71
COc1ccccc1-n1c(SCC(N)=O)nnc1-c1ccccc1	106
O=S1(=O)N=C(Nc2nc3c(s2)CCCC3)c2ccccc21	95
Cc1oc(C)c(C(=O)O)c1COc1ccc(C(=O)O)cc1	101
O=c1[nH]c(CSc2nnc(-c3ccncc3)n2Cc2ccco2)nc2ccccc12	78
CN1CCN(CCCNC(=O)C2CC(=O)N(C3CCCCC3)C2)CC1 (configuration not stated)	91
COC(=O)n1c(SC)nc2ccccc21	76
O=C(c1cc(-c2ccc(Cl)c(Cl)c2)on1)N1CCCCC1	83
Cn1c(=O)n(CC(=O)N2CCN(c3nnc(-c4ccccc4)c4ccccc34)CC2)c2ccccc21	98
Cc1ccc(CS(=O)(=O)Cc2ccc(C(=O)NCc3ccccn3)o2)cc1	80
CCOC(=O)c1sc(C)c2c1NC(C)(c1cccs1)NC2=O (configuration not stated)	88
COc1ccccc1NS(=O)(=O)c1ccccc1C#N	100

Remaining list, next part
SMILES	SK-BR-3 tox 24h
COc1ccc(Cl)cc1NC(=O)C1CCCN(c2cc(C)nc3ncnn23)C1 (configuration not stated)	74
COC(=O)c1cccc(NC(=O)CSc2nnc(COc3cccc(C)c3)n2C)c1	96
COc1ccc(-c2cc(C(F)(F)F)nc(SCC(=O)N3CCOCC3)n2)cc1OC	87
COc1cc(NS(=O)(=O)c2ccc(Br)cc2)c(OC)cc1NC(=O)c1ccco1	82
CCSc1nc2c(c(=O)[nH]1)C(c1cccnc1)C(C(=O)OC(C)C)=C(C)N2 (configuration not stated)	91
Cc1ccc(OCCCC(=O)Nc2ccc(N3CCOCC3)cc2)c(C)c1	87
CCn1c(C(C)NC(=O)c2ccc(OC)c(OC)c2)nc2ccccc21 (configuration not stated)	87
CN(C)CCCN1C(=O)C(=O)/C(=C(/O)c2ccc3c(c2)OCO3)C1c1ccccn1 (configuration not stated)	84
Cc1cc(C#N)c2ccccc2n1	97
COc1ccc2[nH]cc(C(=O)CN3CCC(C)CC3)c2c1	74
Cc1nn(Cc2ccccc2Cl)c(C)c1NC(=O)c1cc(-c2ccc(F)cc2)on1	87
CC1CCCN(C/C(O)=C(\C#N)c2nc3ccccc3[nH]2)C1 (configuration not stated)	106
Cn1c(=O)c2c(nc(CN3CCC(C(N)=O)CC3)n2Cc2ccccc2F)n(C)c1=O	102
CCOc1cc(C(=O)Nc2ccon2)cc(OCC)c1OCC	101
ON1C(c2ccccc2C(F)(F)F)N(O)[C@H]2CCCC[C@H]21 (some centres not stated)	79
COc1ccc(NS(=O)(=O)c2ccc(N)cc2)nn1	94
Cn1c(=N)n(CC(=O)C(C)(C)C)c2ccccc21	127
Clc1ccc(NCn2cncn2)nc1	94
COC(=O)CCn1nnc(-c2cccs2)n1	88
Cc1ccc(N(CC(=O)NCc2cccnc2)S(C)(=O)=O)cc1C	98
CCOC(=O)c1csc(NC(=O)CSc2nnnn2-c2ccc(OCC)cc2)n1	100
COCc1cc(C)nc(SCC(=O)Nc2cccc(C)c2)c1C#N	60
O=C(CCN1C(=O)C2C3C=CC(C3)C2C1=O)Nc1ccc(F)cc1 (configuration not stated)	97
CC(C)=CC(=O)NCCc1ccccc1	86
CC(=O)NC(C)C12CC3CC(CC(CC(=O)O)(C3)C1)C2 (configuration not stated)	73

Later entries
SMILES	SK-BR-3 tox 24h
Clc1ccc(-c2nnc3sc(-c4ccc(Br)o4)nn23)c(Cl)c1	100
CCOC(=O)CC(C#N)c1cn(C)c2ccccc12 (configuration not stated)	54
CCc1nc2c(sc3nc4c(cc32)COC(C)(C)C4)c(=O)n1Cc1ccco1	83
COc1ccc(CNc2ccc3c(c2)nc(C)n3C)cc1	52
COc1ccc(OC(=O)c2ccncc2)cc1	82
COC(=O)c1ccc(C2C(C(=O)OCC(C)C)=C(C)N=C3SCCC(=O)N32)cc1 (configuration not stated)	74
Cc1oc(C(C)(C)C)cc1C(=O)Nc1ccc(C(=O)O)cc1	95
CCOC(=O)c1sc(=S)n(Cc2ccccc2)c1N	78
CCC(C)(C)n1nnnc1CN(Cc1cc2cc(OC)c(OC)cc2[nH]c1=O)C1CCCC1	91
CN1C(=O)C2(c3ccccc31)N(C)CC(c1ccccn1)C21SC(=S)N(Cc2ccco2)C1=O (configuration not stated)	68
O=C(CSc1nnc(-c2ccncc2)n1Cc1ccco1)OC1CCCCC1	52
c1ccc(-n2ncc3c(NCCN4CCCCC4)ncnc32)cc1	87
COc1cc2[nH]c(=O)n(CCC(=O)N3CCc4ccccc4C3)c(=O)c2cc1OC	121
O=C1c2oc3ccccc3c(=O)c2C(c2cccnc2)N1CCCN1CCOCC1 (configuration not stated)	91
COCCCNC(=O)C1CCN(S(=O)(=O)c2c(C)noc2/C=C\c2ccc(OC)cc2)CC1	83
Cc1ccc2cc(C#N)c(NCCNC(=O)C3CC3)nc2c1C	86
O=C(Nc1cccc(-c2nnc(-c3ccccc3)o2)c1)c1ccco1	87
CC(=O)Nc1cc2c(cc1C(C)=O)OCCO2	103
O=C(CN(Cc1cccs1)C(=O)CSc1nnc(COc2ccccc2)o1)NC1CCCC1	79
COc1ccccc1C1/C(=C(/O)c2ccc(C)cc2)C(=O)C(=O)N1Cc1ccco1 (configuration not stated)	81
COc1ccc2c(c1)c1ncn(CCN3CCCC3)c(=O)c1n2C	103
COc1ccccc1NC(=O)C(C/C=C(\C)Cl)C(C)=O (configuration not stated)	93
Cn1nnnc1SCC(=O)Nc1ccccc1N1CCOCC1	58
CN(C)c1nccc(Nc2ccccc2)c1C#N	87
Cc1ccc(NS(=O)(=O)c2ccc(NC(=O)C3CCCO3)cc2)cc1 (configuration not stated)	92

Going on with the list.
SMILES	SK-BR-3 tox 24h
Cn1c2c(c(=O)n(C)c1=O)C(NS(=O)(=O)c1ccccc1)(C(F)(F)F)C(=O)N2 (configuration not stated)	89
CCN(CC)c1ccc(C(=S)N2CCN(c3ccccc3)CC2)cc1	78
Cc1ccc(N2CC(C(=O)NCc3ccc4c(c3)OCO4)CC2=O)cc1C (configuration not stated)	103
Cc1ccc(NCc2nnc(SCC(=O)N(Cc3ccccc3)C(C)(C)C)o2)c(C)c1	54
CC(=O)Nc1nnc(SCC(=O)NCC2CCCO2)s1 (configuration not stated)	93
CCOC(=O)Cc1csc(NC(=O)CSc2nnc(C(C)C)n2C)n1	99
CCc1ccccc1NC(=O)C(Cc1cccc(OC)c1OC)c1nn[nH]n1 (configuration not stated)	106
Cc1nc(NCc2ccccc2)c(C(N)=O)c2c1COC(C)(C)C2	90
CC1CCN(c2ccc(C(=O)O)cc2N)CC1	43*
CCCN1C(=O)C2(C(C(=O)c3ccc(C)o3)=C(O)C(=O)N2CCCN2CCOCC2)c2ccccc21 (configuration not stated)	105
CCNc1nc(NCC)n2c(SCc3nc4ccccc4c(=O)[nH]3)nnc2n1	71
COC(=O)C1(C(O)C(=O)c2ccc(C)cc2C)CCCCC1 (configuration not stated)	81
Cc1cccc(-c2noc(CN(C(C)C)S(=O)(=O)c3ccc(F)cc3)n2)c1	94
Clc1cccc(-c2nnc(SCc3nc4ccccc4[nH]3)n2Cc2ccco2)c1	91
OCCSc1ncnc2c1oc1ccccc12	106
Cc1cccc(NC(=O)CC2CCC2)c1	90
CC(C)C(c1nnnn1C1CCCC1)N(C)C1CCCCC1 (configuration not stated)	103
O=C(NCc1ccco1)c1cc(-c2ccco2)on1	88
Cc1cc(=O)oc2ccc(OCC(=O)N3CCC(C)CC3)cc12	83
O=C(CN(Cc1ccccc1Cl)C(=O)Cn1nnc(-c2cccs2)n1)NCC1CCCO1 (configuration not stated)	86
COc1cc(C2NC(=O)NC(O)(C(F)(F)F)C2C(=O)c2ccc(Cl)cc2)ccc1O (configuration not stated)	55
Cc1cccc(Nc2nc(N)nc(CN3CCC(C)CC3)n2)c1C	80
COc1ccc(-c2cc(-c3ccc(F)cc3)nc(N3CCN(C)CC3)n2)cc1	72
O=C(NCC(F)(F)F)Nc1cccnc1	96
CCCCn1c(=O)n(C)c(=O)c2c3c(sc21)COC(C)(C)C3	119

20 entries from above in another layout.
Molecule,SK-BR-3 tox 24h
O=C(Nc1nccs1)c1ccc(COc2ccc(Cl)cc2)o1,102
COC(=O)c1cc(Br)c(=O)n(CCN(C(C)C)C(C)C)c1,90
CC(=O)Nc1ccc2oc(-c3ccccc3Br)nc2c1,90
CN1CCN(C2=Nc3ccccc3Oc3ccc(Cl)cc32)CC1,97
C/C(CC(O)c1ccc2ccccc2n1)=N/O (configuration not stated),85
COCC(=O)Nc1sc2c(c1C(=O)OC)CCCC2,81
N#CCc1ccc(NC(=O)Nc2cccc(Cl)c2)cc1,78
c1ccc(-c2cc3c(nn2)CCc2nonc2-3)cc1,127
O/N=C1\CC/C(=N\O)c2nn(-c3ccccc3Cl)nc21,124
O=C(CCSc1ccccc1)N1CCOCC1,83
COc1ccc(CN(CC(=O)NCC2CCCO2)C(=O)CNS(=O)(=O)c2ccc(C)cc2)cc1 (configuration not stated),98
CCOc1ccccc1N(CC(=O)OC)S(C)(=O)=O,91
CCc1ccc(C(=O)NC2CCCCC2)s1,90
O=C(CC1SC2=NCCN2C1=O)Nc1ccccc1 (configuration not stated),79
CCOC(=O)c1ccc(CNC(=O)c2cc3cccc(OC)c3oc2=O)o1,83
CC(C)NC(=O)N(O)C1N(Cc2ccc3c(c2)OCO3)C(=S)SC1(C)C (configuration not stated),83
CC(=O)Nc1ccc(Cl)c(C(N)=O)c1,90
COc1cccc(-n2nnnc2SCC(=O)c2ccc(NC(C)=O)cc2)c1,71
CC(C)CNC(=O)c1cccc(NC(=O)c2ccc(NC(=O)c3ccco3)cc2)c1,94
COc1ccc(Br)cc1S(=O)(=O)N(CC(=O)N1CCOCC1)c1ccccc1,79

(listing goes on)
SMILES	SK-BR-3 tox 24h
CCSc1ccccc1C(=O)Nc1cccnc1	86
Cc1noc(NS(=O)(=O)c2ccc(NC(=O)COc3ccc(Cl)cc3Cl)cc2)c1C	97
COC(=O)c1ccccc1S(=O)(=O)NC(=O)c1ccccc1	98
Cc1cc(NC(=O)CSc2nc3ccccc3c(=O)n2C2CCCC2)no1	88
CCCCN(C)Cc1c(C)[nH]c2ccc(Cl)cc2c1=O	83
Cc1cc(NC(=O)c2cc(-c3cccs3)on2)nn1Cc1ccc(Cl)cc1	59
